BLM inh: blocks DNA unwinding by human BLM helicase | P54132 | recombinant BLM DNA unwinding, fluorescence dequenching | Potency, µM (highest dose often 56.1 µM), for the others: top-dose activity change, negative = inhibition, usual class: inhibitors | actives 0.2% (n = 350,000) | AID 2528;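 further: plate controls were vehicle for no effect and no enzyme for full effect; nearly all actives have a fitted effect of over 35% in size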
Apoferritin bind: binds horse apoferritin like a general anesthetic; P02791; apoferritin/1-aminoanthracene competitive binding, fluorescence; Potency, µM (highest dose often 77.5 µM), inactives show top-dose activity change, negative = displacement, most hits filed as inhibitors; actives 0.074% (n = 350,000); further: on the % scale 0 is the no-effect control and ±100 the full control effect; nearly all actives have a fitted effect of over 20% in size
Target sequence (P02791 2-175 limits assumed): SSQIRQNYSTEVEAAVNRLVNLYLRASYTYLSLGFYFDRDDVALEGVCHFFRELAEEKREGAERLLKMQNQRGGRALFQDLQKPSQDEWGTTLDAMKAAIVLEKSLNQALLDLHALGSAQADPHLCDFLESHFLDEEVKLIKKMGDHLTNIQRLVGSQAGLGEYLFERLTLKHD
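In PBS, apoferritin at 10 uM is loaded with 1-AMA from a 50% saturated solution. After 10 min of compound exposure at ambient temperature, reduced 535 nm fluorescence indicates probe displacement.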
G9a inh: G9a (human) methyltransferase inhibition; G9a H3K9 monomethylation, AlphaScreen, 2 h; actives 8.8% (n = 350,000); Q96KQ7; AID 504332; Potency, µM (series often up to 102 µM), inactives show at the top dose activity, negative = inhibition, actives largely listed as inhibitors; further: on the % scale 0 is the no-effect control and ±100 the full control effect; nearly all actives have a fitted effect of over 75% in size
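Compounds were preincubated with 20 nM G9a for 15 min, after which biotinylated H3K9 peptide (500 nM) and SAM (20 uM) started a 2 h room-temperature reaction. Monomethylated product was quantified by antibody-based AlphaScreen chemiluminescence.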
BAZ2B block: blocks human BAZ2B; Q9UIF8; AlphaScreen BAZ2B-H3K14Ac peptide displacement; Potency, µM (doses to about 114 µM), for the others: top-dose activity change, negative = inhibition, usual class: inhibitors; actives 4.4% (n = 360,000); AID 504333; further: on the % scale 0 is the no-effect control and ±100 the full control effect; nearly all actives have a fitted effect of over 60% in size
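Multi-concentration screen (max 110 uM) measuring displacement of acetylated histone H3 peptide from BAZ2B by AlphaScreen, using 50 nM protein, 50 nM peptide and 10 ug/mL streptavidin donor plus Ni-chelate acceptor beads.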
POLI inh: blocks human DNA polymerase iota activity; Q9UNA4; Pol iota fluorescent replication assay, 10 min; Potency, µM (highest dose often 115 µM), inactives show at the top dose activity, negative = inhibition, most hits filed as inhibitors; actives 1% (n = 390,000); AID 588590
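Pol iota at 10 nM preincubated 15 min with compounds at room temperature; reaction started with fluorescent substrate, 50 nM final. Fluorescence read kinetically at 0 and 10 min; buffer-only wells as negative control.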
POLK inh: inhibitors of human DNA polymerase kappa. actives 0.53% (n = 400,000). purified Pol kappa, fluorescent DNA synthesis assay, 10 min. Potency, µM (titrated, usually from 107 µM), for inactives: top-dose activity, negative = inhibition, most hits filed as inhibitors. Q9UBT6; further: on the % scale 0 is the no-effect control and ±100 the full control effect
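Kinetic fluorescence readout at 0 and 10 min followed reaction start with substrate at 50 nM final. Beforehand, enzyme (10 nM Pol kappa) stood 15 min with compound at room temperature; buffer-only wells were negative controls.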
Pol beta inh: blocks human DNA polymerase beta activity; P06746; Potency, µM (doses to about 114 µM), without a hit: at the top dose activity change, negative = inhibition, most hits filed as inhibitors; Pol beta primer extension/strand displacement, fluorescence kinetic; AID 485314; actives 1.3% (n = 340,000); further: on the % scale 0 is the no-effect control and ±100 the full control effect
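Kinetic readout of DNA synthesis with strand displacement by Pol beta. Compound and 10 nM enzyme sit 15 min at room temperature; 50 nM substrate starts the reaction, read immediately and at 10 min.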
POLH inh: blocks human DNA polymerase eta activity; Q9Y253; recombinant Pol eta, fluorescent DNA replication assay; Potency, µM (titrated, usually from 114 µM), inactives show at the top dose activity change, negative = inhibition, actives largely listed as inhibitors; actives 1.2% (n = 390,000); AID 588591; further: on the % scale 0 is the no-effect control and ±100 the full control effect
Target sequence (Q9Y253 whole entry, looked up): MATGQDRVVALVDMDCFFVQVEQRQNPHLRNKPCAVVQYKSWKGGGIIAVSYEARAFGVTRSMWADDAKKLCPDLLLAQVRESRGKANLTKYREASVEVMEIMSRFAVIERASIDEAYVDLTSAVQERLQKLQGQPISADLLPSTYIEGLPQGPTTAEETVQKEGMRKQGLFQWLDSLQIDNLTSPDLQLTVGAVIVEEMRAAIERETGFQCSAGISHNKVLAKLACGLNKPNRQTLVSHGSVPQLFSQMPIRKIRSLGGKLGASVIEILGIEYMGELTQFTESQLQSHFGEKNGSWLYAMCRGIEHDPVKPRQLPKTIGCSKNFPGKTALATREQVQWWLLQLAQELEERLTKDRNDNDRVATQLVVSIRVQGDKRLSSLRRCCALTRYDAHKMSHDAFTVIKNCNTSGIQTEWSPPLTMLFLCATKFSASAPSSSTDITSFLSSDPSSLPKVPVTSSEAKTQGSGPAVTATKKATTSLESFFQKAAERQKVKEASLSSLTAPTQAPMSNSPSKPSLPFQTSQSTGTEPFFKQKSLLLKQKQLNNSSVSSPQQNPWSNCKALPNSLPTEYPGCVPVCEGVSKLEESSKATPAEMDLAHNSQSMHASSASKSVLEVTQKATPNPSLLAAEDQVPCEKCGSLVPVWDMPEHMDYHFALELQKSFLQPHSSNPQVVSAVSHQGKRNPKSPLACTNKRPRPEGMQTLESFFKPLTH
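Pol eta at 10 nM preincubated with compounds 15 min at room temperature; reaction started with fluorescent substrate (50 nM final) and read kinetically at 0 and 10 min.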
APE1 inh: APE1 (human) endonuclease inhibition; P27695; recombinant APE1, TAMRA/BHQ-2 abasic DNA cleavage fluorescence; Potency, µM (doses to about 65.8 µM), for inactives: at the highest dose activity change, negative = inhibition, most hits filed as inhibitors; actives 0.35% (n = 350,000); AID 2517;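 further: plate controls were vehicle for no effect and reference inhibitor for full effect; nearly all actives have a fitted effect of over 55% in size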
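Endonuclease cleavage of a quenched abasic-site DNA duplex (50 nM) by APE1 (0.75 nM) was tracked by TAMRA dequenching. Compounds were preincubated with enzyme 15 min at room temperature; data normalized to buffer-only and DMSO wells plus NSC13755 control.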
Numbers without * were called inactive; ? = inconclusive; / = not tested or not shown; & = joins results of further samples; [ ] = remark or other dose. The call rests on the fitted dose curve; in most records, active means well fitted curve in the direction sought with a large enough effect; inconclusive means small, poorly fitted or top-dose-only effect, or another doubt; inactive means no such curve, though single readings can be large; an effect the other way counts as inactive or inconclusive. Potency means the concentration at half of the fitted maximal effect. Only part of the results is shown (hit frequency here may not be typical).

SMILES	BLM inh	Apoferritin bind	G9a inh	BAZ2B block	POLI inh	POLK inh	Pol beta inh	POLH inh	APE1 inh
COc1ccc(/C=N/NC(=O)c2c(-c3ccccc3)noc2C)cc1	-6.0%	3.5%	?	25.4%	20.7%	-12.7%	-1.1%	-17.8%	2.5%
Cc1ccc(NC(=O)[C@H](NC(=O)[C@@H]2Cc3ccccc3CN2)c2ccccc2)cc1C	-6.4%	-13.0%	/	?	-0.6%	-20.7%	24.8%	1.4%	-14.4%
O=C(Nc1ccc(Cl)c(Cl)c1)Nc1nnc(CSc2ccccc2)s1	3.3%	-2.7%	19.7%[59 µM]	-2.1%	16.9%	-17.4%	34.7%	-6.4%	7.9%
CCCn1c(NCc2ccccn2)nc2ccccc21	2.8%	-7.0%	5.62µM*	56.2µM*	6.7%	-14.1%	19.5%	-1.4%	-0.3%
Clc1ccc(-c2csc(NNC3=NCCCCC3)n2)cc1	-3.7%	?	5.2%[2.33 µM]	-6.8%[57.1 µM]	5.4%	-13.5%	31.5%	-0.4%	14.9%
CC(=O)c1c(C)[nH]c(C(=O)OCC(=O)Nc2ccc3[nH]c(=O)[nH]c3c2)c1C	/	/	-32.7%	-7.9%	?	-14.1%	/	?	-18.5%
COC(=O)c1cc(CNC(=O)c2ccccc2OCc2c(C)noc2C)ccc1OC	-1.0%	-3.2%	7.2%	-15.9%	20.0%	11.1%	-16.3%	-7.8%	16.9%
CCOC(=O)N1CCN(C(=O)c2ccc(CS(=O)Cc3ccc(C)cc3)o2)CC1 (stereo not drawn)	1.2%	-2.2%	-46.1%	2.6%	-26.3%	-17.5%	8.8%	-0.9%	70.1%[activator]
Cc1ccc2c(c1)N(C(=O)CCC(=O)O)CCO2	-0.5%	1.4%	-0.3%	-0.1%	11.5%	1.5%	1.3%	-8.3%	-4.4%
CCOc1ncccc1C(=O)OCC(=O)NCc1ccc(C(=O)OC)cc1	/	/	/	/	15.1%	-21.8%	/	-16.0%	5.0%
CCN(CC)C(=O)Cn1cc(C(=O)C(=O)N2CCN(Cc3ccccc3)CC2)c2ccccc21	-1.2%	-5.5%	-8.4%	-18.2%	-18.8%	-2.9%	-7.1%	-4.0%	61.5%
NC(=O)NCC12CC3CC(CC(C3)C1)C2	0.2%	?	-31.9%[0.0925 µM]	4.4%	7.0%	-15.2%	1.4%	-12.6%	2.3%
CC(=O)Nc1ccc(NC(=O)CSc2nc3ccccc3nc2N2CCCCC2)cc1	-4.0%&-9.0%	-3.0%&3.9%	2.4%[59 µM]	-6.8%&0.3%	32.2%&-25.7%[activator]	3.1%&-13.5%	-2.4%&-2.6%	-16.1%&-20.5%	-14.8%
COc1cc(NC(=O)c2ccc(S(=O)(=O)N(C)c3ccccc3OC)cc2)cc(OC)c1	/	/	/	/	-12.2%	-7.5%	/	-14.5%	-3.6%
Cc1c(C(=O)N(Cc2ccc(N(C)C)cc2)CC2CCCO2)oc2ccc(Br)cc12 (stereo not drawn)	-6.1%	30.6%[activator]	12.6µM*	10µM*	19.3%	-8.0%	-24.0%	-23.4%	/
COc1ccc(CC(=O)Nc2c(C(N)=O)oc3ccccc23)cc1OC	1.9%	-13.6%	11.3%	-0.9%	30.9%[activator]	2.3%	-1.5%	-2.2%	-20.2%
Cc1cc(C)n2nc(C(=O)OCC(=O)NC3CCCCC3)nc2n1	/	/	-4.4%	-3.5%	30.3%[activator]	1.5%	/	-22.1%	2.9%
CCCCN1C(=O)C(=O)N(CC(=O)Nc2ccccc2C(C)=O)C1=O	/	/	/	/	8.7%	-19.0%	/	-5.4%	34.5%
CC(C)N(CCCNC(=O)Cn1ncc2c([nH]c3ccccc32)c1=O)Cc1ccccc1	1.7%&2.4%	-11.6%&-8.1%	-1.1%&-21.3%[59 µM]	-19.0%&-8.3%	61.8%&46.4%[activator]	-7.6%&2.9%	-2.2%&-2.6%	-10.6%&-17.7%	44.4%[activator]
COc1ccccc1NS(=O)(=O)c1cc(NC(=O)CC(C)(C)C)ccc1N1CCOCC1	-5.1%	-14.4%	-3.1%	-17.7%	59.9%[activator]	-20.0%	0.0%	-3.5%	-7.3%

For reference, some entries already given.
SMILES	BLM inh	Apoferritin bind	G9a inh	BAZ2B block	POLI inh	POLK inh	Pol beta inh	POLH inh	APE1 inh
COc1ccc(/C=N/NC(=O)c2c(-c3ccccc3)noc2C)cc1	-6.0%	3.5%	?	25.4%	20.7%	-12.7%	-1.1%	-17.8%	2.5%
Cc1ccc(NC(=O)[C@H](NC(=O)[C@@H]2Cc3ccccc3CN2)c2ccccc2)cc1C	-6.4%	-13.0%	/	?	-0.6%	-20.7%	24.8%	1.4%	-14.4%
O=C(Nc1ccc(Cl)c(Cl)c1)Nc1nnc(CSc2ccccc2)s1	3.3%	-2.7%	19.7%[59 µM]	-2.1%	16.9%	-17.4%	34.7%	-6.4%	7.9%

Next part.
SMILES	BLM inh	Apoferritin bind	G9a inh	BAZ2B block	POLI inh	POLK inh	Pol beta inh	POLH inh	APE1 inh
Oc1c(Cl)cc(Cl)cc1Sc1cc(Cl)cc(Cl)c1O	?	?	?	50.1µM*	/	?	22.4µM*	/	8.4%&-4.0%&-7.4%
Cc1ccc(C(=O)Nc2nc(-c3ccccn3)cs2)o1	-4.4%	-11.2%	?	17.8µM*	-44.9%	-15.6%	-16.4%	-19.9%	2.3%
Cc1ccc(NC2=NCC(=O)N2Cc2ccc3c(c2)OCO3)cc1	0.5%	-18.8%	50.1µM*	-29.0%	37.4%[activator]	-1.3%	6.6%	-16.4%	0.0%
COc1ccccc1Nc1nc2nonc2nc1N1CCC(C)CC1	-3.3%	4.4%	-7.4%[59 µM]	4.3%	-2.2%	9.7%	0.8%	-12.3%	2.4%
Cc1ccc(-n2c(SCC(=O)N/N=C/c3ccc(C)s3)nnc2-c2ccccc2)cc1	-23.3%	-11.8%	-10.1%[59 µM]	-34.3%	-1.5%	-5.9%	?	-13.6%	-11.6%
CCCS(=O)(=O)c1nc(S(=O)(=O)c2ccc(C)cc2)c(NC)s1	-0.2%	5.3%	34.2%[activator][59 µM]	-2.9%	?	2.5%	32.1%	8.0%	/
COC(=O)c1c(-c2cccs2)csc1NC(=O)COc1c(C)ccc(C)c1C	-9.0%	11.3%	1.41µM*	?	12.5%	-7.1%	-5.5%	-8.4%	/
CC(=O)Nc1ccc(S(=O)(=O)N2CCN(c3nc(NC4CCCC4)c4ccccc4n3)CC2)cc1	-7.2%	54.8%[activator]	3.1%[12.7 µM]	-8.0%	-0.3%	-13.8%	8.9%	-10.1%	-6.0%
Cc1c(Cl)ccc2sc(NC(=O)c3ccco3)nc12	1.7%	-18.9%	/	38.3%[activator]	-12.7%	-16.4%	10.1%	-4.3%	7.0%
Cc1cc(-c2ccccc2)nn1-c1nc2c(c(=O)[nH]c(=O)n2C)n1C	2.1%	-8.4%	-1.5%[12.7 µM]	6.1%	24.5%	3.6%	-19.5%	-15.8%	-0.5%
CCOc1ccc(CCNC(=O)c2ccc3nc(N4CCOCC4)sc3c2)cc1OCC	-2.0%	-2.7%	14.4%	-16.5%	48.3%[activator]	7.9%	-0.4%	-14.4%	1.9%
COc1cccc(CC(=O)OCC(=O)NNC(=O)c2ccc([N+](=O)[O-])cc2)c1	-3.4%	-23.8%	20.4%	-15.6%	12.6%	-1.5%	4.0%	-17.2%	19.7%
CC12CN3CC(C)(CN(C1)C3c1ccc([N+](=O)[O-])o1)C2=O (stereo not drawn)	-8.0%	-2.5%	/	-6.5%	12.8%	4.4%[60.1 µM]	8.0%	2.7%	12.7%
CC1CCN(CC2CCN(C(=O)NCc3ccccc3)CC2)CC1	1.1%	6.9%	4.4%[59 µM]	-3.2%	19.0%	-5.5%[60.1 µM]	26.8%	-18.5%	/
CCn1c(SCC(=O)Nc2nc3ccc(OC)cc3s2)nnc1-c1ccoc1C	1.9%	?	-34.6%	?	1.2%	-5.3%	13.3%	8.3%	0.7%
O=C(NCCCN1CCOCC1)c1ccc(CS(=O)(=O)c2ccc(Br)cc2)o1	-3.8%	-12.9%	-13.4%	10.4%	2.3%	-15.9%	19.4%	-8.3%	2.2%
COc1ccc(C2=NN(C(=O)c3cccs3)C(c3ccc(OC)cc3)C2)cc1 (stereo not drawn)	-3.2%	8.6%	4.5%	9.4%	4.6%	-0.5%	14.5%	-15.9%	-0.9%
S=C(NCC1CCCO1)N1CCc2ccccc2C1 (stereo not drawn)	-2.2%	-4.3%	-7.2%[0.501 µM]	-13.0%	12.3%	5.3%	-4.0%	-11.5%	-21.5%
COc1cccc(CN2CC(C(=O)NC3CCCCCC3)CCC2=O)c1 (stereo not drawn)	-1.1%	-2.6%	-22.5%	2.3%	18.5%	-9.6%	11.8%	-4.4%	8.8%
COC(=O)c1[nH]c2ccccc2c1NC(=O)C(C)N1CC(C)OC(C)C1 (stereo not drawn)	-4.4%	-14.4%	-2.6%	3.5%	21.5%	-18.2%	1.1%	5.7%	-3.4%
COc1ccc(Oc2ccc(C(F)(F)F)cc2NC(=O)c2ccc(OC)cc2)cc1	-10.1%	12.6%	/	3.3%	?	-10.9%	14.0%	-17.2%	16.7%
CCN(CC)S(=O)(=O)c1ccc2c(c1)N(CC(=O)N1CCN(c3cccc(OC)c3)CC1)C(=O)CO2	0.2%	-8.3%	2.3%[59 µM]	0.5%	6.5%	-3.7%[60.1 µM]	-11.4%	-25.1%	/
COc1cc(C2C3=C(CCCC3=O)OC3=C2C(=O)CCC3)ccc1OCC(=O)Nc1ccccc1	-3.2%	-18.5%	-46.0%	-28.1%	0.4%	-19.0%	1.8%	9.0%	6.6%
COC(=O)N1CCC[C@@]2(CCN(c3ccccn3)C2)C1	-2.5%	/	-6.9%[12.7 µM]	/	/	1.0%[60.1 µM]	/	/	5.4%
CC1=CC(=O)O[C@@H]1[C@@]1(C)C[C@H]2OC(=O)C[C@H]3[C@@H](C)C(=O)C(O)=C1[C@@]23CO	/	/	-4.0%[12.7 µM]	-5.1%	-3.4%	-1.9%	/	-4.7%	-13.5%
CCN(CC)C(=O)CSc1nc2sc3c(c2c(=O)n1CCCOC)CCC3	-6.0%	-0.9%	-10.3%[0.501 µM]	8.6%	72.3%[activator]	-13.4%	43.5%	0.5%	-0.2%
